EPAC2 agonist: qHTS for Agonist of cAMP-regulated guanine nucleotide exchange factor 4 (EPAC2): primary screen. AID 720711, 2013. Potency, µM (top dose mostly 154 µM), for inactives: at the highest dose activation, hits mostly activators. EPAC2 activation, biochemical qHTS; response scale: 100% = 6.5 mM cAMP response. hit rate 0.079% among 360,000. Rap guanine nucleotide exchange factor 4 (Homo sapiens), Q8WZA2; further: potency means the concentration at half of the fitted maximal effect; nearly all actives have a fitted effect of over 50% in size
Target sequence (Q8WZA2 whole entry, looked up): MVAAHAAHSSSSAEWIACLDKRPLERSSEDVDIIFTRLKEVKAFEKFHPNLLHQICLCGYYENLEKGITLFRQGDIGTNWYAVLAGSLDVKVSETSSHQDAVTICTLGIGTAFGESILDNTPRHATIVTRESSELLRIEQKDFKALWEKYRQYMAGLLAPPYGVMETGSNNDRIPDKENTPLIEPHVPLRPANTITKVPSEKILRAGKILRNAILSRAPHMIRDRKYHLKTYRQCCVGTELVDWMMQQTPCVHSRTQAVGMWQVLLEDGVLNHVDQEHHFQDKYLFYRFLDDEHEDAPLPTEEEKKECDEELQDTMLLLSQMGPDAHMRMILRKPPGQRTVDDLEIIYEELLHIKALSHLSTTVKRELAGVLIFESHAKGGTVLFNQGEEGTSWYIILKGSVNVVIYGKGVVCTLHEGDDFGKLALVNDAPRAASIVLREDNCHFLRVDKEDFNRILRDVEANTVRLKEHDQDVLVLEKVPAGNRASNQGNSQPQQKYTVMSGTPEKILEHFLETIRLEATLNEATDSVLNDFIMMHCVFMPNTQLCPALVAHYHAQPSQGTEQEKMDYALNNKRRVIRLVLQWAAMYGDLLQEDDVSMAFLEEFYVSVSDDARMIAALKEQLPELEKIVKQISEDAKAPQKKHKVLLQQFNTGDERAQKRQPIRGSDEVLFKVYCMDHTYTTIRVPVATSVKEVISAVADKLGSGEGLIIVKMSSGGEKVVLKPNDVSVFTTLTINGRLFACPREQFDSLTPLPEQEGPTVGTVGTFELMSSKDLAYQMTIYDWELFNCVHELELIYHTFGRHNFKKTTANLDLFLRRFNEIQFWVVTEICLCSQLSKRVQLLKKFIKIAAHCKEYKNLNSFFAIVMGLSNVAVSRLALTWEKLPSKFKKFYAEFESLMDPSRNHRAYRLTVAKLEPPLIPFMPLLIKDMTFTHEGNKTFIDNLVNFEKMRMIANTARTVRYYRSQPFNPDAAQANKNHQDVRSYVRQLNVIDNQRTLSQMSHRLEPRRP
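Fluorescence exchange assay: 100 nM EPAC2 with 250 nM RAP1B-BODIPY-GDP and 50 uM GDP; compounds tested as a concentration-titration series (qHTS). Loss of Rap1-bound BODIPY-GDP fluorescence read at 480/540 nm; data normalized to 6.5 mM cAMP.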
A549 viability: Nrf2 qHTS screen for inhibitors: counterscreen for cytotoxicity. A549 ARE-Fluc cells, CellTiter-Fluor viability, 18-24 h. Potency, µM (titrated, usually from 46 µM), for inactives: top-dose activity change, negative = cytotoxicity, actives largely listed as inhibitors. hit rate 0.16% among 390,000. AID 504648, 2011; further: potency means the concentration at half of the fitted maximal effect; on the % scale 0 is the no-effect control and ±100 the full control effect
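Cytotoxicity counterscreen: CellTiter-Fluor fluorescence was measured in A549 ARE_Fluc cells after 18-24 h of compound exposure in a concentration series. The subsequent BugLite luminescent read reports ARE-luciferase activity.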
ATXN viability: Viability Counterscreen for Primary qHTS for Inhibitors of ATXN expression; S2 cells (HEK-293 line with an ATXN2-luciferase reporter) viability, CellTiter-Fluor protease fluorescence, 24 h; Potency, µM (titrated, usually from 56.7 µM), most hits filed as cytotoxic; hit rate 0.49% among 400,000; further: potency means the concentration at half of the fitted maximal effect; nearly all actives have a fitted effect of over 40% in size
IL-2 act: qHTS of IL-2 Activators; IL-2 activation reporter assay, cell-based qHTS; stimulated with anti-CD3/CD4/CD28 beads; in transgenic mouse T cells; activation, % (series mostly up to about 46 µM); hit rate 0.065% among 360,000; AID 652025, 2013; in the data active means activation above about 50%; inconclusive means mostly about 30% to 49%; further: 0% is about no effect
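Readout is EGFP and DsRed signal by fluorescent plate cytometry after 18 h at 37 degrees C. Transgenic mouse T cells (750/well) received compound for 60 min before bead stimulation (anti-CD3, anti-CD4, anti-CD28); memory T cells served as non-tolerant control.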
HepG2 viability: qHTS for Inhibitors of TGF-b: Cytotox Counterscreen | hit rate 0.76% among 410,000 | HepG2 CAGA-GFP viability, ATP luminescence, 18 h | AID 588856, 2011 | Potency, µM (series often up to 46.1 µM), without a hit: at the highest dose activity change, negative = cytotoxicity, hits mostly cytotoxic; further: potency means the concentration at half of the fitted maximal effect; some results filed as inactive show a strong effect at the top dose
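HepG2 CAGA-GFP cells (1000/well, DMEM with 1% FBS) received compound, then TGF-beta at 500 pg/mL final, and were incubated 18 hours at 37 degrees C. Viability was read by CellTiter-Glo luminescence. Media-only wells were set as complete cell-killing and DMSO as no toxicity.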
ATXN2 expr inh: Primary qHTS for Inhibitors of ATXN expression; HEK-293 ATXN2-luciferase reporter, luminescence, 24 h; Potency, µM (highest dose often 57 µM), for inactives: top-dose activity change, negative = inhibition, hits mostly inhibitors; hit rate 0.72% among 360,000; AID 1745845, 2022; further: potency means the concentration at half of the fitted maximal effect; on the % scale 0 is the no-effect control and ±100 the full control effect; nearly all actives have a fitted effect of over 55% in size
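ATXN2-luciferase reporter cells (luciferase flanked by upstream and downstream ATXN2 gene portions) were treated 24 h at 37 °C with compounds at up to 57 uM. SteadyGlo luminescence gave expression; GF-AFC fluorescence gave viability.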
TGFb SMAD3 inh: qHTS for Inhibitors of TGF-b | HepG2 CAGA-GFP TGF-b/SMAD3 reporter, GFP fluorescence, 18 h; TGF-beta stimulated, 500 pg/mL final | Potency, µM (top dose mostly 46.1 µM), for inactives: top-dose activity, negative = inhibition, usual class: inhibitors | hit rate 1.2% among 410,000; further: potency means the concentration at half of the fitted maximal effect; on the % scale 0 is the no-effect control and ±100 the full control effect; nearly all actives have a fitted effect of over 65% in size
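Smad-responsive CAGA-GFP expression was quantified in HEPG2 cells exposed to compounds and 500 pg/mL final TGF-beta for 18 h at 37 degrees C; unstimulated wells defined full inhibition.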
Nrf2 inh: Nrf2 qHTS screen for inhibitors; A549 ARE-Fluc reporter, luciferase luminescence, 18-24 h; Potency, µM (highest dose often 46 µM), for inactives: at the highest dose activity change, negative = inhibition, actives largely listed as inhibitors; hit rate 2.1% among 360,000; further: potency means the concentration at half of the fitted maximal effect; on the % scale 0 is the no-effect control and ±100 the full control effect; nearly all actives have a fitted effect of over 60% in size
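Two sequential reads on A549 ARE_Fluc cells exposed to compound for 18-24 h: a CellTiter-Fluor fluorescence read for viability, then a luciferase luminescence read for Nrf2/ARE activity.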
Nrf2 activator: qHTS of Nrf2 Activators. AID 624171, 2012. Potency, µM (highest dose often 46.1 µM), for inactives: at the top dose activation, hits mostly activators. AREc32 ARE-luciferase reporter (MCF7-derived line), luminescence, 24 h. hit rate 0.31% among 410,000; further: potency means the concentration at half of the fitted maximal effect; % of control where 0% means no effect; nearly all actives have a fitted effect of over 65% in size
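Luminescent ARE reporter assay in AREc32_Fluc cells: overnight plating at 37 deg C, 24 hr compound incubation, Steady-Glo added, 30 min RT before reading.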
Active calls of the source: *; i = inactive; ? = inconclusive; / = not tested or not shown; & = joins results of further samples; [ ] = another dose, or the depositor's remark. Unless noted, the call rests on the fitted dose curve; in most records, active means well fitted curve in the direction sought with a large enough effect; inconclusive means small, poorly fitted or top-dose-only effect, or another doubt; inactive means no such curve, though single readings can be large; an effect the other way counts as inactive or inconclusive.

SMILES	EPAC2 agonist	A549 viability	ATXN viability	IL-2 act	HepG2 viability	ATXN2 expr inh	TGFb SMAD3 inh	Nrf2 inh	Nrf2 activator
CNCC(O)c1cc(F)c(OCc2ccccc2)c(OCc2ccccc2)c1F (stereo not given)	15%	19%	?	-0.6	-97%	?	?	12%	-2.4%
CSCCC(c1nnnn1C1CCCC1)N1CCC(n2c(=O)[nH]c3ccccc32)CC1 (stereo not given)	5%	/	i	0.0	10%	-9%	1%	/	0.1%
Cn1cc(C=O)c2nccnc21	2%	/	i	-3.0	-31%	/	-7%	/	0.3%
CC(C)C(C)(NC(=O)c1cccn(Cc2ccc3c(c2)OC(F)(F)O3)c1=O)C(N)=O (stereo not given)	-2%	1%	i	-2.2	1%	2%	-2%	10%	1.4%
COc1ccc(OC)c(NC(=O)CCNS(=O)(=O)c2ccc3c(c2)oc(=O)n3C)c1	4%	0%&1%	?	1.1	1%&34%	4%&-2%	12%&0%	1%&0%	0.4%&-0.1%
CC(C)C[C@@H]1COc2cc(N3CCN(C)CC3)ccc2S(=O)(=O)N1	4%	/	i	-0.1	/	10%	/	/	-1.3%
COC(=O)C(O)(c1ccc2c(c1)CCCN2)C(F)(F)F (stereo not given)	5%	13%	i	0.5	-14%	7%	-4%	13%	-0.3%
Cc1ccccc1-n1c(O)c(/C=N/Nc2nc3c(c(=O)n(C)c(=O)n3C)n2C)c(=O)[nH]c1=S	-5%	-4%	?	0.5	12%	0%	16%	-27%	-0.6%[9.22 µM]
CC[n+]1c(/C=C/C=C/c2ccc(N(C)C)cc2)sc2ccccc21	10%	-25%	/	1.2	-15%	?	?	?	-0.4%
CCOC(=O)[C@]12Cc3cc(OC)c(OC)cc3[C@H]1N(Cc1ccccc1)C(=O)c1ccccc12	6%	-3%	i	2.8	-18%&2%	-20%	-3%&42%	-20%	2.5%
S=C1CN=C(c2ccccc2Cl)c2cc(Cl)ccc2N1	5%	1%	?	-0.6	-24%	-11%	-10%	3%	-0.4%
CCCNS(=O)(=O)c1ccc(OCC(=O)N2CCN(Cc3ccc4c(c3)OCO4)CC2)cc1	6%	-13%	i	-1.5	-7%	-12%	0%	8.2µM*	-0.1%
CN(C)CP(=O)(Nc1ccccc1)N(C)C (stereo not given)	3%	-3%	i	0.5	11%	-6%	-21%	0%	-1.3%
COC(=O)[C@@H](N)CCCN=C(N)N[N+](=O)[O-]	-5%	-4%	i	1.0	-1%	4%&6%	-2%	5%	0.3%
Cc1onc(-c2c(Cl)cccc2Cl)c1C(=O)Nc1ccc2c(C(F)(F)F)cc(=O)oc2c1	3%	17%	i	0.0	-15%	?	8%	-8%	-0.1%
C[C@]12CC[C@H](OS(=O)(=O)O)CC1=CC[C@@H]1[C@@H]2CC[C@]2(C)C(=O)CC[C@@H]12	9%&9%&9%	2%&-1%&-3%	i	0.1&0.3&0.3	2%&-3%&-1%	0%&-3%&13%	2%&-4%&17%	-12%&-6%&-4%	-0.4%&-0.4%&0.1%
CC(Cc1ccccc1)NCC(=O)Nc1cc(N(C)C)nc2ccccc12 (stereo not given)	10%	-16%	i	-2.9	8%	-3%	-19%	-22%	4.8%
O=c1oc2cccnc2n1CCS(=O)(=O)c1ccc(F)cc1	6%	-5%	i	-0.7	-49%	29%	-8%	-24%	?
C=CCCC1(C2=CCCCC2)C(=O)NC(=O)NC1=O	-1%	2%	i	-3.8	-3%	0%	-7%	9%	0.3%
O=C1NC(=O)N(Cc2ccco2)C(=O)/C1=C/C=C/c1ccco1	-6%	0%	?	-0.7	-25%	?	7.1µM*	-6%	?
COc1ccc(Br)cc1CN1CCN(C(=O)Cc2ccccc2)CC1	5%	-3%	i	-0.1	-26%	-7%	?	5%	-1.0%
CN1CCc2c([nH]c3ccccc23)C1	1%	6%	i	0.1	-6%	-7%	-3%	-6%	-1.3%
CCc1ccc(N(CC)C(=O)CCn2cnc3onc(-c4ccc(F)cc4)c3c2=O)cc1	/	-4%	?	/	-6%	-28%	2%	?	0.4%
CCc1cccc(CC)c1NC(=S)N1CC2CC(C1)c1cccc(=O)n1C2 (stereo not given)	-2%	-4%	i	-1.9	20%	2%	5%	15%	2.0%
O=C(CN1C(=O)COc2ccccc21)N1CCC2(CC1)OCCO2	-4%	-2%	i	-1.1	4%	16%	?	7%	-0.4%
C=CCn1c(O)c(/C=N/N2CCOCC2)c(=O)[nH]c1=S	19%	22%	i	0.0	-11%	/	5%	-4%	-1.1%
COC(=O)C(O)(c1ccc(N(C)C(=O)c2cccs2)cc1)C(F)(F)F (stereo not given)	-4%	-3%	?	-0.1	-29%	-34%	-26%	?	4.4%
CCCCN(Cc1ccccc1)C1CCN(CCc2ccccc2)CC1	-1%	-15%	?	0.6	-85%	0%	?	-3%	4.4%
O=C1N(c2ccccc2)C(c2cccnc2)N2CCCN12 (stereo not given)	4%	-1%	i	-0.6	-3%	-23%	-1%	15%	-0.1%
CN1C(=O)NC(=O)/C(=C\c2ccc([N+](=O)[O-])o2)C1=O	4%	-27%	?	0.6	3%	-1%	4%	-14%	20%
O=C(Cn1c(=O)n(CC2CS2)c2ccccc21)N1CCCCC1 (stereo not given)	8%	0%	i	-0.2	0%	30%[11.3 µM]	7%	0%	?
O=C(Nc1cccc(OC(=O)N2CCCCC2)c1)N1CCCCC1	-11%	-5%	i	-0.1	-12%	-7%	0%	?	0.7%
O=C(c1ccc(Cl)cc1)C1CCCN(Cc2ccc3ncccc3c2)C1 (stereo not given)	11%	3%	i	-0.9	-22%	?	?	?	-0.4%
C=CCn1c(O)c(C(CC)=Nc2ccccc2NC(C)=O)c(=O)[nH]c1=O	2%	-1%	i	-0.7	5%	18%	?	0%	0.7%
Cc1ccc2nsnc2c1-n1c(C)nc2ccccc2c1=O	11%	5%	i	-2.9	1%	-6%	-1%	2%	-0.1%
O=P1(Nc2ccc(F)cc2)COc2ccccc2OC1	3%	-16%	i	-1.1	-9%	2%	0%	12%	-0.6%
O=[N+]([O-])c1cc(Cl)c(Cl)cc1Cl	9%	-3%	i	-0.4	-1%	2%	13%	-10%	-0.2%
Cc1nn(-c2ccccc2)c2c1C(c1ccc3c(c1)OCO3)SCC(=O)N2 (stereo not given)	12%	-4%	i	-2.0	-14%	-6%	-10%	?	-0.1%
CC(C)N1CCN(Cc2cccc([N+](=O)[O-])c2)CC1	14%	-5%	i	0.7	11%	12%	11%	-3%	-0.6%
CC(=O)NC(=O)NC(C)Cc1ccccc1 (stereo not given)	11%	-1%	i	-0.4	-10%	2%	8%	-15%	0.1%
CN1CCN(C(=O)COc2ccc(S(=O)(=O)Nc3ccc(Cl)cc3)cc2)CC1	3%	/	i	-1.1	0%	/	10%	/	-0.5%
CCNc1nc(NC(C)(C)C)nc(SC)n1	5%	1%	i	-0.7	-24%	-12%	4%	-14%	-0.9%
C=C1C/C(=C/C)C(=O)O[C@@H]2CCN3CC=C(COC(=O)[C@]1(C)O)[C@H]23	1%	7%	i	0.4	-7%	/	-37%	5%	-0.1%
CC(C)c1ccccc1OCC(=O)N1CCCN(C)CC1	10%	-1%	i	-0.2	-1%	-2%	4%	-5%	3.0%
COCc1ccc(CN2CCCC(C(=O)c3sccc3C)C2)o1 (stereo not given)	4%	19%	i	0.4	-7%	-7%	0%	17%	1.9%
NC(Cc1ccc(O)cc1)C(=O)NN=Cc1ccc(N(CCCl)CCCl)cc1 (stereo not given)	2%	-3%	i	-0.8	-4%	?	-5%	-20%	3.1%
O=C(c1cccc(C(F)(F)F)c1)C1CCCN(Cc2ncc[nH]2)C1 (stereo not given)	-3%	4%	i	0.9	-11%	8%	-20%	21%	0.4%
c1ccc2c(CN3CCN(C4CCCCC4)CC3)c[nH]c2c1	1%	-19%	i	-0.1	-39%	1%	-3%	8%	2.9%
COc1ccc(NC(=O)N2Cc3ccccc3-n3nncc3C2)cc1	14%	/	i	-4.2	-2%	4%	12%	/	-0.5%
Cc1ccc(CNC(=O)c2ccc(CSc3nc4ccncc4n3Cc3ccc(C)cc3)cc2)cc1	/	5%	?	/	-21%	-23%	?	?	-0.8%
O=C1NC(=O)C(=Cc2ccco2)C(=O)N1	3%	2%	i	-0.5	13%	9%	24%	21%	0.2%
COCCN(Cc1ccccc1)P(=O)(O)c1ccccc1OCC(=O)O	0%	4%	i	4.6	-6%	1%	2%	8%	-0.4%

Source: PubChem

These rows are one share of the data, so the mix of outcomes need not match the whole.
